Pf growth 96h = P. falciparum growth inhibition at 96 hours; P. falciparum luciferase reporter growth, 96 h; actives 6.9% (n = 320,000); AID 504834; Potency, µM (doses to about 28.7 µM), for the others: at the top dose activity change, negative = inhibition, hits mostly inhibitors; also: potency is read from the fitted curve at half-maximal effect; % is scaled to controls: 0 for no effect and ±100 for the full control effect
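Delayed-death screen, second-generation endpoint: infected erythrocytes, 2% hematocrit, 0.05% parasitemia final; 96 hours at 37 C, 5% CO2; luciferase detection reagent; luminescence decrease equals reduced growth.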
FBPA Giardia inh = Giardia lamblia aldolase inhibition | A8B2U2 | purified Giardia FBPA | Potency, µM (titrated, usually from 59.6 µM), without a hit: at the highest dose activity, negative = inhibition, hits mostly inhibitors | actives 0.71% (n = 290,000) | AID 2451; also: potency is read from the fitted curve at half-maximal effect; % is scaled to controls: 0 for no effect and ±100 for the full control effect; nearly all actives have a fitted effect of over 55% in size
Target sequence (A8B2U2 whole entry, looked up): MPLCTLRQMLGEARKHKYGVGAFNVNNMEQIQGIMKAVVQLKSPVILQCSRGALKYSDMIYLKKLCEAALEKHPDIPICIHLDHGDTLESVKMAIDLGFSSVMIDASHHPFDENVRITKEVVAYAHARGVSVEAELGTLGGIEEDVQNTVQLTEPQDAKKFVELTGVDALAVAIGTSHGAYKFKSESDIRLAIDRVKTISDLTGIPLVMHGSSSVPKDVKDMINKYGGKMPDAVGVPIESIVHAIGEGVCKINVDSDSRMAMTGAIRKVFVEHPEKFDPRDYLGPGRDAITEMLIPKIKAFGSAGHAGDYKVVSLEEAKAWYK
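Giardia FBPA (40 nM reagent) was preincubated 10 min at RT with compound (up to 57.5 uM final), then substrate plus GAPDH/TPI/NAD/arsenate coupling system with diaphorase/resazurin was added; resorufin fluorescence (525/598 nm) was read after 20 min.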
Shiga inhibitor = inhibitors of Shiga toxin in Vero cells; Vero cells, Shiga toxin protein synthesis inhibition reporter; inhibition, % at 38.7 µM; actives 9.2% (n = 290,000); AID 2315; in the data active = inhibition mostly above about 28%, no sharp cut-off; inactive = mostly below about 43%; also: 0% is about no effect
CHX counter = counter-screen hit for Shiga toxin inhibitors, cycloheximide | cell reporter, cycloheximide protein synthesis inhibition counterscreen | max response, % | actives 12% (n = 300,000); in the data active = max response mostly above about 13%, no sharp cut-off; inactive = mostly below about 14%; also: read at 38.3 µM for the half of the compounds with a filed dose; 0% is about no effect
HCV inhibitor = inhibitors of hepatitis C virus infection; Huh7.5.1 HCVcc-Cre infection, luciferase reporter, 44 h; Potency, µM (highest dose often 41.8 µM), for inactives: at the top dose activity change, negative = inhibition, most hits filed as inhibitors; actives 3.4% (n = 340,000); AID 651820; also: potency is read from the fitted curve at half-maximal effect; % is scaled to controls: 0 for no effect and ±100 for the full control effect
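Cells (1,000/well) were plated 4 h before compound, then infected with HCVcc-Cre virus (~0.5 moi). After 44 h further culture, infection was read as luciferase luminescence following a 15 min substrate incubation at room temperature.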
Pf growth 48h = P. falciparum growth inhibition at 48 hours (one generation) | P. falciparum luciferase growth in erythrocytes, 48 h | Potency, µM (titrated, usually from 28.7 µM), without a hit: top-dose activity change, negative = inhibition, most hits filed as inhibitors | actives 5.9% (n = 310,000) | AID 504832; also: potency is read from the fitted curve at half-maximal effect; % is scaled to controls: 0 for no effect and ±100 for the full control effect
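Compounds are pin-transferred into medium, infected erythrocytes (2% hematocrit, 0.1% parasitemia final) are added, and plates sit one parasite generation at 37 C in 5% CO2. Detection reagent is then added and luminescence measured.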
* hit, by the source's call; ? = inconclusive; / = no result given; & = joins results of further samples; [ ] = another dose, or the depositor's remark. Unless noted, calls follow the shape of the dose curve; as a rule, active = well fitted curve in the direction sought with a large enough effect; inconclusive = small, poorly fitted or top-dose-only effect, or another doubt; inactive = no such curve, though single readings can be large; an effect the other way counts as inactive or inconclusive.

SMILES	Pf growth 96h	FBPA Giardia inh	Shiga inhibitor	CHX counter	HCV inhibitor	Pf growth 48h
O=C(NC1CCCCC1)c1cc(S(=O)(=O)N2CCCCC2)ccc1N1CCOCC1	?	/	/	/	8%	?
Cc1cc(C)c(S(=O)(=O)c2ccccc2C)c(SCC(C)C)n1	12µM*	0%	1	-2	?	?
COc1cccc(CNC(=O)C2CCCN(c3nn4c(=O)cc(C)nc4s3)C2)c1OC (stereo unspecified)	/	-2%	-5	-2	8%	/
COC(=O)CSc1nc(C)cc(Oc2ccccc2)n1	?	-5%	15	1	6%	/
C=CCOc1ccc(C2C(C(=O)c3ccc(C)o3)=C(O)C(=O)N2Cc2cccnc2)cc1 (stereo unspecified)	33%[activator]	16%	-3	2	4%	-9%
CCOC(=O)CN1C(=O)C(C)(C)Oc2ccc(C(=O)Nc3ccccc3)cc21	?	-6%	36	13*	-28%	?
O=C(Nc1ccccc1C(=O)N1CCOCC1)c1ccc(F)cc1	8%	5%	-12	1	9%	/
CCN(C(=O)CCC(=O)N(CC)c1ccccc1)c1ccccc1	?	3%	1	1	23%	-1%
C=CCn1c(O)c(C(CC)=NCc2ccco2)c(=O)[nH]c1=O	5%	2%	-5	1	-6%	11%
CCOc1ccc(NC(=O)CSc2ncn[nH]2)cc1	12µM*	/	11	18*	-6%	24%
CC12CCC(C(=O)NCc3cccnc3)(OC1=O)C2(C)C (stereo unspecified)	/	5%	-8	0	14%	3%
Cc1ccc(C(=O)COC(=O)CNC(=O)CN2C(=O)c3ccccc3C2=O)cc1	7%	-2%	-10	1	8%	-2%
C/C(=C\c1ccc(Cl)cc1)C(=O)c1c(C)cc(C)[nH]c1=O	?	1%	-6	-3	-6%	4%
CC(=O)Nc1ccc(N(CC(=O)NC2CCCCC2)C(=O)Cn2nnc(-c3ccccc3)n2)cc1	-11%	2%	-12	-4	9%	-17%
CCCCNc1c(N)n(CCC)c(=O)[nH]c1=O	-11%	-14%	-8	-5	9%	14%
COc1cccc(C2=NOC(C(=O)NCc3cccs3)C2)c1 (stereo unspecified)	18%	8%	54*	26*	2%	1%
CCC1(CC)Cc2ccccc2-c2nc(-c3ccccc3)oc(=O)c21	/	-3%	-10	5	?	3%
COc1cc(CNCCO)cc(Cl)c1OCc1ccccc1Cl	-8%	0%	-4	0	?	?
CN1C[C@@H]2C(c3ccccc3)C3(c4ccc(C#N)cc4)CC2(C3)[C@H]1c1ccccc1 (stereo partly specified)	10µM*	5%&3%	-6	-1	19%[8.37 µM]	10µM*
COc1ccc(Cl)cc1NC(=O)C(=O)NCc1ccncc1	43%[activator]	4%	-9	4	-26%	1%
O=C(O)CCC(=O)N1CCc2cc(S(=O)(=O)NC3CCCC3)ccc21	?	24%	-2	-2	10%	44%[activator]
Cc1ccc(-c2ccc(=O)n(CCC(=O)N3CCN(Cc4ccccc4)CC3)n2)cc1	?	2%	-7	-4	-11%	?
O=C(CCCC(=O)N(c1cccc(F)c1)C(C(=O)NC1CCCC1)c1ccc(O)cc1)Nc1ccccn1 (stereo unspecified)	-1%	11%	-2	-2	0%	?
CN(C(=O)c1ccc(S(=O)(=O)N2CCCC2)cc1)C1CCS(=O)(=O)C1 (stereo unspecified)	5%	/	/	/	4%	4%
O=C(O)CCCNC(=O)CCn1nnc2ccccc2c1=O	101%[activator]	0%	8	-2	1%	4%

Part of the list above in another layout:
canonical_smiles | Pf growth 96h | FBPA Giardia inh | Shiga inhibitor | CHX counter | HCV inhibitor | Pf growth 48h
CCCCNc1c(N)n(CCC)c(=O)[nH]c1=O | -11% | -14% | -8 | -5 | 9% | 14%
COc1cccc(C2=NOC(C(=O)NCc3cccs3)C2)c1 (stereo unspecified) | 18% | 8% | 54* | 26* | 2% | 1%
CCC1(CC)Cc2ccccc2-c2nc(-c3ccccc3)oc(=O)c21 | / | -3% | -10 | 5 | ? | 3%

The listing picks up, repeating the six entries before the break.
SMILES	Pf growth 96h	FBPA Giardia inh	Shiga inhibitor	CHX counter	HCV inhibitor	Pf growth 48h
COc1ccc(Cl)cc1NC(=O)C(=O)NCc1ccncc1	43%[activator]	4%	-9	4	-26%	1%
O=C(O)CCC(=O)N1CCc2cc(S(=O)(=O)NC3CCCC3)ccc21	?	24%	-2	-2	10%	44%[activator]
Cc1ccc(-c2ccc(=O)n(CCC(=O)N3CCN(Cc4ccccc4)CC3)n2)cc1	?	2%	-7	-4	-11%	?
O=C(CCCC(=O)N(c1cccc(F)c1)C(C(=O)NC1CCCC1)c1ccc(O)cc1)Nc1ccccn1 (stereo unspecified)	-1%	11%	-2	-2	0%	?
CN(C(=O)c1ccc(S(=O)(=O)N2CCCC2)cc1)C1CCS(=O)(=O)C1 (stereo unspecified)	5%	/	/	/	4%	4%
O=C(O)CCCNC(=O)CCn1nnc2ccccc2c1=O	101%[activator]	0%	8	-2	1%	4%
COc1cc(-c2cc(N)n(S(=O)(=O)c3ccccc3)n2)cc(OC)c1OC	/	-2%	-9	-7	?	/
Cc1ccccc1S(=O)(=O)Oc1ccc2ccc(O)cc2c1	116%[activator]	-22%	/	32*	22µM*	56%[activator]
O=C(O)CCN1CCc2ccccc21	?	-8%	-13	-3	25%	17%
CCc1ccc2oc(=O)cc(CN3CCCCC3C)c2c1 (stereo unspecified)	?	-21%	-2	10	?	?
COc1ccccc1NC(=O)C(C)OC(=O)CSCC(=O)Nc1cc(C)on1 (stereo unspecified)	-29%	/	/	/	11%	-5%
COc1cc(-c2nc3c4ccccc4nc(=S)n3[nH]2)cc(OC)c1OC	-5%	-3%	-3	2	-8%	?
CCOc1ccccc1C(=O)NC(C(=O)Nc1cccc(S(N)(=O)=O)c1)C(C)C (stereo unspecified)	-29%	5%	-2	2	-6%	-23%
COc1cccc(CN2CCN(CC(=O)NCCc3ccccc3)CC2)c1	-1%	9%	-3	9	-4%	-3%
CCCNC(=O)COc1ncnc2sccc12	13%	6%	2	15	-13%	1%
CCN(CC(=O)Nc1ccccc1C(F)(F)F)C(=O)CCc1nc2sc3c(c2c(=O)[nH]1)CCCC3	?	/	/	/	-14%	?
COc1ccccc1CNS(=O)(=O)c1cccc(S(=O)(=O)N2CCOCC2)c1	/	-1%	-11	2	-12%&-4%	-18%
CCN1CCN(C(=O)/C=C/c2ccc(OC)cc2)CC1	3%	0%	11	2	-3%	?
Cc1ccc(NC(=O)c2ccc(OCc3c(C)noc3C)cc2)nc1	?	/	/	/	11µM*	-24%
O=C(NCc1cccc(C(F)(F)F)c1)c1cccc(Cl)c1Cl	12%	-1%	-3	-3	1%	-3%
CCOC(=O)Nc1ccc(Oc2ccccc2)cc1	?	-6%	121*	36*	-9%	14%
CCCOc1ccc(N2CC(C(=O)Nc3ccccc3OC)CC2=O)cc1 (stereo unspecified)	108%[activator]	-1%	-10	-3	-8%	5%
Cc1ccccc1NC(=O)NC1(C(=O)NCC2CCCO2)CCCCC1 (stereo unspecified)	11%	-4%	11	-1	8%	11%
O=c1cnc2ccccc2n1Cc1ccccc1C(F)(F)F	-13%	-4%	-3	-4	-2%	5%
O=C(c1ccncc1)c1ccc(NC(=O)c2cccs2)cc1	?	-17%	148*	29*	18%	-11%
COc1cc(COCC(O)CN2C(C)CCCC2C)cc(OC)c1OC (stereo unspecified)	17%	-18%	18	-2	3%	0%
CC1=C(C)CC(C(=O)Nc2ccc3c(c2)OCO3)C(C(=O)O)C1 (stereo unspecified)	15%[1.15 µM]	0%	41*	28*	2%	20%
Cc1cc(C(=O)OCC(=O)Nc2cccc(F)c2)c(C)n1C1CC1	8%	/	/	/	?	-13%
COc1cccc(NC(=O)/C=C/c2ccco2)c1	258%[activator]	-23%	140*	52*	-9%	306%[activator]
COc1cccc(CNCCOCCO)c1OC	38%[activator]	0%	-13	-3	28%	11%
CC(C)(C)C1=NN=C2c3ccccc3C(=O)C21 (stereo unspecified)	-15%	3%	1	14	-12%	42%[activator]

Part of the list above, showing only Pf growth 96h and Pf growth 48h:
SMILES,Pf growth 96h,Pf growth 48h
COc1cc(COCC(O)CN2C(C)CCCC2C)cc(OC)c1OC (stereo unspecified),17%,0%
CC1=C(C)CC(C(=O)Nc2ccc3c(c2)OCO3)C(C(=O)O)C1 (stereo unspecified),15%[1.15 µM],20%
Cc1cc(C(=O)OCC(=O)Nc2cccc(F)c2)c(C)n1C1CC1,8%,-13%

Going on with the list.
SMILES	Pf growth 96h	FBPA Giardia inh	Shiga inhibitor	CHX counter	HCV inhibitor	Pf growth 48h
CC(C)=C1Cc2ccccc2C1=O	?	2%	-6	6	12%	?
Cc1ccc(NC(=O)CN2CCC(NC(=O)c3cccc(F)c3)CC2)cc1C	-26%	6%	-11	-3	4%	?
CCn1ncc(/C=N\NC(=O)c2cc(-c3ccc(C)cc3C)nc3ccccc23)c1C	?	1%	1	7	-20%	/
CCCCN1CNC(=S)N(c2ccccc2OCC)C1	?	1%	-8	-3	12%	-12%
Cc1nc2c(C)cccn2c1/C(O)=C1\C(=O)C(=O)N(CCN(C)C)C1c1ccco1 (stereo unspecified)	7%	-20%	-1	6	3%	52%[activator]
CCCCCc1nc2sc3c(c2c(=O)n1N)CCC3	-15%	2%	15	-1	-3%	-2%
O=C(NCCN1CCOCC1)c1ccc(=O)n(Cc2ccc(Cl)cc2)c1	0%	1%	-6	8	1%	-2%
C1=C(c2ccccc2)CCN(c2ncnc3nc[nH]c23)C1	?	-10%	35	21	-17%	-7%
CC(C)(C)n1ncc2c(=O)n(CC(=O)c3ccc(Cl)cc3)cnc21	?	2%	84*	78*	2%	142%[activator]
CC1Cc2ccccc2N1CC(=O)Nc1ccc2c(c1)OCCCO2 (stereo unspecified)	12µM*	/	/	/	4%	?
CC(=O)C(/C=N/c1ncc(C(F)(F)F)cc1Cl)=C(\C)O	13%	2%	10	16	-19%	-15%
NC(=S)Nc1cccc(-c2n[nH]c(=S)o2)c1	3%	?	-2	-3	14%	1%
CC1(C(=O)O)CCC(C(=O)Nc2ccc(F)cc2)C1(C)C (stereo unspecified)	-9%	10%	-2	-1	25%	-3%

Bioassay records deposited in PubChem by National Center for Advancing Translational Sciences (NCATS).
